NOD2 inhibition = inhibition of NOD2-driven NF-kB reporter – cell-based, luminescence, uHTS, HEK293 (AID 1566). HEK293 NOD2/NF-kB luciferase reporter, luminescence; higher % means a stronger effect. inhibition, % at 4 µM, or EC50 in µM where a hit was titrated. actives 0.63% (n = 290,000); further: many of its hits are not listed in these tables
LYP inhibition = PTPN22 lymphoid phosphatase activity blockers – biochemical, fluorescence intensity, uHTS (AID 1779); recombinant LYP phosphatase, fluorescence intensity; higher % means a stronger effect; inhibition, % at 11.5 µM; hits with a dose series show IC50 in µM; actives 0.054% (n = 290,000);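 further: plate controls were vehicle with enzyme for no effect and no enzyme for full effect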
AID2073 = inhibitors of Mint1-CaV2.2 protein interaction, biochemical, HTRF (AID 2073) | actives 0.19% (n = 290,000) | inhibition, % at 20 µM; hits with a dose series show IC50 in µM | HTRF protein-protein interaction, Mint1-CaV2.2; higher % means a stronger effect; in the data active means inhibition mostly above about 51%, no sharp cut-off; inconclusive means no clear call, values can overlap the other calls; inactive means mostly below about 53%; further: some results filed as inactive read as strong as hits
Siah-1 displacement = blockers of Siah-1 interaction with plectin peptide – biochemical, fluorescence polarization, rhodamine-plectin, uHTS, primary screen (AID 1817) | Siah-1 / rhodamine-plectin peptide fluorescence polarization; higher % means a stronger effect | displacement, % at 20 µM, or IC50 in µM where a hit was titrated | actives 0.02% (n = 290,000);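 active means displacement of at least 50% at 20 µM, with a fluorescence ratio check between 0.3 and a set limit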;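 further: plate controls were Siah plus tracer with DMSO for no effect and tracer alone without Siah for full effect; strong numbers were not always called active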
ER stress rescue = protection against thapsigargin-triggered cell killing – 384-well, CSM14.1, ATP luminescence, primary screen (AID 1222) | cellular ATP content (survival), % at 20 µM, or EC50 in µM where a hit was titrated | 190,000 tested, under 10 active | CSM14.1 thapsigargin-induced death rescue, ATP luminescence; higher % means a stronger effect;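 active means EC50 below 50 µM in the dose-response confirmation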;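 further: death triggered by thapsigargin at about 15 µM added after 2 h compound pretreatment; cell ATP read after overnight thapsigargin exposure of roughly 18 to 22 hours; normalized against plate controls of thapsigargin alone and 5% DMSO vehicle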
M1AAP inhibition = malaria alanyl aminopeptidase activity blockers – biochemical, fluorogenic H-Leu-NHMec substrate, 1536-well (AID 1445); recombinant M1AAP, H-Leu-NHMec fluorogenic kinetic assay; higher % means a stronger effect; one-dose inhibition, % at 30 µM; IC50 in µM for titrated hits; actives 0.42% (n = 220,000);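 active means primary inhibition above the hit cutoff, then over 50% inhibition at one or more dose response concentrations, cut at about 23% in these data, passing the limit was not always enough; inconclusive means conflicting primary data, or primary hits not chosen for dose response; inactive means low primary inhibition, or under 50% at every dose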;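 further: plate controls were DMSO full reaction for no effect and no enzyme background for full effect; strong numbers were not always called active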
XIAP antagonists = XIAP antagonists, biochemical, IAP family, fluorescence polarization (AID 1018). XIAP BIR domain, fluorescence polarization peptide displacement; higher % means a stronger effect. displacement, % at 20 µM; hits with a dose series show IC50 in µM. actives 0.007% (n = 200,000); in the data active means displacement above about 50%; further: a part of the inactive calls stands beside numbers as strong as those of hits
M17LAP inhibition = P. falciparum M17LAP inhibitors, primary screen, biochemical, fluorogenic H-Leu-NHMec substrate, 1536-well (AID 1619) | recombinant M17LAP, H-Leu-NHMec fluorogenic kinetic assay; higher % means a stronger effect | inhibition, % at 30 µM, or IC50 in µM where a hit was titrated | actives 0.38% (n = 220,000);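 active means compound inhibiting the enzyme by more than half at any dose during confirmatory dose-response retesting; inconclusive means strong single-dose inhibitors picked by rank but not retested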;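 further: plate controls were full reaction with DMSO carrier for no effect and no enzyme background for full effect; strong numbers were not always called active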
Hep lipid drop = hepatic lipid droplet formation modulation | inhibition, % at 6.5 µM | AML12 mouse hepatocytes, oleate lipid droplets, BODIPY imaging | actives 0.4% (n = 240,000);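 active means lipid droplet intensity inhibited by at least 50%, with more than 500 cells counted; inconclusive means wells with under 300 cells, treated as cytotoxic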
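Material – mouse AML12 hepatocyte cell line, fixed after treatment · Compound dosing – one dose, 6.5 µM compound · Times – compound with oleate, overnight · Measured by – Image-based BODIPY and DAPI two-channel analysis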
Hep lipid drop cells 6.5 µM = further read-out of Hep lipid drop, marked with its call; cell count; measured here: cell count, cytotoxicity flag;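 cells counted across two imaged fields per well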
The depositor's hits bear a star; ? = inconclusive; . = not tested or not shown; & = joins results of further samples. Unless noted, no stated cut-off is given here; in the data, active means inhibition above about 50%; inactive means the rest. These rows are one share of the data. The share of hits here may be higher or lower than overall.

structure,ER stress rescue,XIAP antagonists,NOD2 inhibition,M1AAP inhibition,Hep lipid drop cells 6.5 µM,AID2073,Hep lipid drop,Siah-1 displacement,LYP inhibition,M17LAP inhibition
COc1ccc(Nc2ccnc(Nc3ccc(OC)cc3)n2)cc1,-5.7%,-6.3%,-84%,0%,670,17%,30,7%,-4%,-4%
CCOC(=O)c1[nH]c2ccccc2c1NC(=O)C(C)(C)C,0.9%,-2.3%,-3%,-4%,.,-5%,.,2%,-1%,-6%
C=CCOc1nc2c(c(=O)n(C)c(=O)n2C)n1Cc1ccccc1,.,.,22%,4%,679,6%,-15,-1%,-10%,0%
CC(C(=O)N1CCCC1)N(c1ccccc1)S(C)(=O)=O (stereo not drawn),.,.,3%,.,805,-2%,-6,8%,-5%,.
c1csc(-c2nnc(COc3ncnc4sccc34)o2)c1,.,.,16%,5%,686,18%,0,0%,-9%,20%
Cc1cc([N+](=O)[O-])ccc1NC(=O)Nc1ccc(F)cc1F,-2.0%,-6.9%,7%,4%,692,-3%,1,3%,1%,-1%
O=C(c1ccc([N+](=O)[O-])cc1)N1CCC(n2nnc3cc(F)ccc32)CC1,-0.4%,-6.6%,-2%,3%,704,-7%,4,-2%,-7%,7%
NNC(=O)c1ccc(Cl)cc1Cl,-3.2%,1.4%,10%,1%,631,-2%,2,2%,-4%,2%
O=C(/C=C/c1ccco1)N1CCC(Cc2ccccc2)CC1,1.8%,6.8%,-53%,6%,675,5%,-4,-4%,-4%,6%
CCOc1ccccc1CNC(=O)c1ccccc1NC(=O)C1=CSCCO1,.,.,11%,.,672,11%,-11,8%,-5%,.
O=C(OCC(=O)c1ccc(Cl)s1)c1ccccn1,-1.3%,-1.2%,4%,1%,695,2%,24,0%,-4%,2%
CCOC(=O)/C=C/C(=O)Nc1ccc(-c2nnc3n2CCCCC3)cc1,.,.,2%,.,838,8%,2,1%,-2%,.
Cc1oc(-c2ccccc2F)nc1CN1CCC(C(=O)NC2CCCCCCC2)CC1,-1.9%,-5.7%,10%,2%,.,-1%,.,2%,-11%,4%
CC(C)CCN1CCN(Cc2cccc3cccnc23)CC1CCO (stereo not drawn),-2.2%,-2.9%,0%,-3%,625,3%,-1,6%,-8%,17%
COc1ccccc1CNC(=O)CCCc1cn(C)c2ccccc12,.,.,-1%,.,803,6%,36,-1%,3%,.
Cc1cc2oc(C(=O)N(Cc3ccccc3)C3CCS(=O)(=O)C3)c(C)c2cc1C (stereo not drawn),.,.,14%,.,831,4%,6,-1%,-9%,.
Cc1ccccc1NC(=O)CN1CCN(C)CC1,.,.,6%,.,869,15%,10,0%,-9%,.
CCC(=O)Nc1ccc(C(=O)CSc2nnc(-c3cccnc3)o2)cc1,2.7%,-5.9%,16%,1%,761,7%,11,-2%,-9%,7%
CN(C)CCNC(=O)C(C(=O)c1ccc(F)cc1)n1ccccc1=O (stereo not drawn),2.1%,-1.9%,4%,12%,.,12%,.,-2%,0%,1%
O=C(CCl)Nc1c(C(=O)Nc2ccc3c(c2)OCCO3)oc2ccccc12,.,.,.,.,686,2%,1,4%,-7%,.
Cc1cccc(NC(=O)C2CCN(S(=O)(=O)c3cccs3)CC2)c1,-1.3%,-7.3%,11%,1%,756,17%,14,3%,-12%,6%
CC(=O)c1ccc(N2CCN(CC(=O)Nc3ccccc3N3CCOCC3)CC2)cc1,-0.5%,-2.8%,10%,7%,778,-1%,25,-4%,3%,-1%
Cc1cc(-c2nnc(SCC(=O)Nc3ccc(C(F)(F)F)cc3)n2C)no1,.,.,15%,-3%,689,-1%,6,-2%,-6%,1%
Cc1cccc(-n2c(=O)cc(N3CCN(c4ccc(F)cc4)CC3)[nH]c2=O)c1,-0.5%,4.6%,10%,-10%,727,-12%,-15,22%,0%,3%
O=c1c2ccccc2ncn1-c1ccc(Cl)cc1,.,.,-4%&-25%,1%&-4%,663&713,12%&-9%,-8&-1,-2%&7%,-5%&-7%,-6%&5%
COCCn1c(SCC(=O)Nc2ccc(Cl)cn2)nc2ccccc21,0.1%,-3.9%,1%,2%,844,-7%,15,1%,-5%,-3%
Cc1cccc(Nc2nc(NC(C)C)nc(Oc3ccc(=O)n(C)n3)n2)c1,-1.3%,-2.7%,21%,-3%,.,4%,.,-2%,0%,-8%
O=C(NC1CCCC1)C(c1ccc(Cl)cc1)N1CCN(C2CCCCC2)CC1 (stereo not drawn),.,.,14%,9%,715,14%,-19,4%,2%,9%
Cc1ccc(S(=O)(=O)NCCN2CCOCC2)c(C)c1,.,.,8%,.,731,-2%,2,-1%,-7%,.
COCCn1c(CN2CCN(c3ccc(F)cc3)CC2)nc2c1c(=O)n(C)c(=O)n2C,1.8%,-5.5%,12%,6%,664,3%,6,2%,-7%,4%
COc1ccc(CNC(=O)C(C)n2nc(C)n3c(cc4occc43)c2=O)cc1 (stereo not drawn),.,.,10%,.,724,5%,15,3%,-5%,.
CC(NC(=O)C(=O)N1CCOCC1)C(c1cccs1)N1CCN(c2ccccc2)CC1 (stereo not drawn),.,.,4%,.,728,5%,-9,3%,5%,.
Cn1nc(-c2ccccc2)c(N2CCCCC2)cc1=O,1.0%,-9.4%,7%,7%,698,3%,23,1%,-6%,3%
Cc1onc(-c2ccccc2)c1C(=O)N1CCN(S(=O)(=O)c2ccc(Cl)cc2)CC1,.,.,0%,.,803,14%,2,5%,-5%,.
O=C(COc1ccccc1)NC1CCCCC1,-2.8%,-8.3%,-31%,1%,681,1%,-5,5%,-6%,0%
CCOC(=O)c1c(S(=O)(=O)NCC(=O)NCc2cccc(C)c2)c(C)n(C)c1C,.,.,12%,.,713,13%,6,14%,-6%,.
O=C(Cn1nnc(-c2ccccc2)n1)N/N=C/c1cc([N+](=O)[O-])ccc1O,-3.4%,-5.6%,6%,?,688,4%,-13,-7%,-7%,-4%
O=S(=O)(NC1CCCc2ccccc21)c1cnc[nH]1 (stereo not drawn),-3.2%,-2.4%,-2%,-1%,750,-5%,-3,-4%,-3%,5%
Cc1ccc2c(c1)nnn2C1CCN(CC(=O)NNC(=O)c2ccco2)CC1,0.3%,-15%,-10%,-2%,586,-13%,-14,-3%,-5%,20%
COc1ccc(NC(=O)C2C3CCC(O3)C2C(=O)O)cc1OC (stereo not drawn),.,.,10%,.,849,-8%,5,3%,-7%,.
COC(=O)Nc1ccc(NC(C)=O)cc1,-2.4%,-1.1%,-20%,11%,728,-10%,1,1%,-8%,-3%
O=C(c1ccoc1)N1CCC2(CC1)Oc1ccc(Cl)cc1C(=O)C21CC(c2ccccc2)=NO1 (stereo not drawn),.,.,-9%,6%,.,11%,.,-5%,1%,-7%
Cn1c(SCC(=O)N/N=C/c2ccc(O)c(O)c2)nc2ccccc21,.,.,17%,13%,735,-18%,-6,3%,1%,21%
N=C(N)c1ccc(OCCCCCOc2ccc(C(=N)N)cc2)cc1,-0.2%,-8.0%,4%,0%,772,12%,1,3%,-6%,-3%
COc1ccccc1CCc1nnc(N)s1,.,.,3%,.,776,6%,-11,-2%,-9%,.
COc1ccc(NS(=O)(=O)c2c(C(=O)N3CCCCCC3)c(C)n(C)c2C)cc1,.,.,10%,.,740,7%,2,-3%,-6%,.
COc1ccc(-n2ccnc2CN2CCN(C3CCCC3)C(CCO)C2)cc1 (stereo not drawn),0.5%,-2.3%,-5%,4%,722,-24%,-30,4%,-9%,-3%
CC(OC(=O)/C=C/c1cccc(F)c1)C(=O)NC1CCCCC1C (stereo not drawn),.,.,-4%,.,747,-5%,2,8%,-7%,.
CCOC(=O)NC(=O)COC(=O)CNC(=O)c1cccc(OC)c1,1.2%,0.3%,4%,1%,733,-5%,19,2%,-4%,3%
Clc1ccc(SCc2cn3ccsc3n2)cc1,6.5%,-6.1%,-52%,-6%,.,-4%,.,-2%,-4%,-7%

The list goes on:
structure,ER stress rescue,XIAP antagonists,NOD2 inhibition,M1AAP inhibition,Hep lipid drop cells 6.5 µM,AID2073,Hep lipid drop,Siah-1 displacement,LYP inhibition,M17LAP inhibition
Cc1cc(C)nc(NS(=O)(=O)c2ccc(Br)s2)c1,-0.5%,-7.8%,-9%,1%,.,6%,.,-5%,4%,14%
CCOC(=O)N1CCN(C(=S)NC(=O)c2ccnn2C)CC1,-3.1%,-5.7%,14%,3%,648,-30%,5,-5%,-7%,0%
Cc1nc2ccccn2c1C(=O)NCc1ccc2c(c1)OCO2,-0.2%,-4.2%,-2%,-2%,.,-6%,.,4%,-6%,15%
O=C(Nc1ccccc1)c1ccc(OC(=O)c2ccccc2)cc1,.,.,4%,.,728,13%,-4,5%,-8%,.
COc1ccc(OCC(=O)Nc2cccc(C(=O)Nc3ccccc3C(=O)O)c2)cc1,-3.9%,-3.4%,7%,9%,668,0%,-12,1%,-5%,37%
CC(NC1CCCC1)c1ccccc1 (stereo not drawn),-1.0%,-9.2%,11%,0%,758,-9%,1,1%,-9%,8%
CCCCN(CCCC)C(=O)CSc1nnc2n(C)c(=O)c3c4c(sc3n12)CCCC4,0.9%,-2.4%,-7%,0%,766,-7%,4,-1%,-9%,5%
COc1ccc(/C=N/n2cnc3c([nH]c4ccccc43)c2=O)cc1CO,.,.,8%,5%,735,22%,11,10%,-3%,-2%
O=C(NCCCN1CCCCC1)c1ccc2c(c1)NC(=O)c1ccccc1S2,.,.,28%,.,712,0%,-11,-6%,-15%,.
O=C(N/N=C/c1cc([N+](=O)[O-])cc(Br)c1O)C12CC3CCC(CC(C3)C1)C2,.,.,16%,-7%,.,15%,.,-16%,-10%,0%
O=C(NCc1ccccc1)C(c1ccc(O)cc1)N(C(=O)c1cnccn1)c1ccccc1 (stereo not drawn),.,.,26%,.,832,0%,-13,13%,-9%,.
CN(CC(=O)Nc1c(F)cccc1F)Cc1cccs1,.,.,-2%,.,760,4%,3,3%,-8%,.
